# Assay outcomes: PubChem, The Scripps Research Institute Molecular Screening Center
# TDP2 inh – human TDP2 enzyme inhibitors, primary screen, biochemical, epi absorbance, recombinant enzyme. T5PNP hydrolysis, p-nitrophenol absorbance 415 nm. inhibition, % at 12.8 µM. 370,000 tested, 0.34% active;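 active = inhibition above the mean of all tested compounds plus 3 SD, set per campaign, cut at about 25% in these data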;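 also: 0% = DMSO with enzyme and 100% = buffer with substrate but no TDP2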
#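 Incubation: 2 h at 37 °C; Test system: recombinant human TDP2; Quantity: enzyme 120 nM; Read-out basis: percent inhibition; Medium: 50 mM Tris-HCl pH 7.5 with Mg2+, KCl, DTT, BSA; Repeats: single replicate; Compound: 12.8 µM single point, 1% DMSO; Signal: epi absorbance; Reagent: 5 mM T5PNP chromogenic substrate; Benchmarks: no-enzyme high, DMSO-plus-enzyme low.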
# PG9 Ab binder – binders of HIV-1 gp120 antibody PG9, primary screen, biochemical, TR-FRET | HIV-1 gp120 / PG9 antibody interaction | TR-FRET gp120-PG9 antibody binding | inhibition, % at 6.7 µM | 360,000 tested, 0.43% active | AID 624416, 2012; in the data active = inhibition above about 8.5%
# HTRA1 inhibitor – HTRA1 serine protease inhibitors, primary screen, biochemical, fluorescence polarization, HTS. 340,000 tested, 0.5% active. recombinant HTRA1, FP-rhodamine activity-based probe. Q92743. inhibition, % at 5.96 µM; in the data active = inhibition above about 36%;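 also: 0% = enzyme with DMSO and 100% = wells lacking enzyme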
# SIAE primary – human SIAE inhibitors, primary screen, biochemical, fluorescence polarization, FP-Rh probe, 1536-well HTS. SIAE FP-Rh probe binding. 370,000 tested, 0.69% active. Sialate O-acetylesterase (Homo sapiens), Q9HAT2. inhibition, % at 9.66 µM;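 active = inhibition above a cutoff: mean of compounds within the control limits plus 3 SD of those, cut at about 17% in these data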;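 also: 0% = plate median of compound wells and 100% = probe without SIAE protein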
# mABHD4 FP – ABHD4 inhibitors, primary screen, biochemical, fluorescence polarization, mouse | 370,000 tested, 0.54% active | inhibition, % at 8.92 µM | AID 720543, 2013 | purified mABHD4, FP-Rh probe fluorescence polarization | (Lyso)-N-acylphosphatidylethanolamine lipase (Mus musculus), Q8VD66;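 active = inhibition exceeding the mean over every tested compound plus 3 SD, cut at about 30% in these data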;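 also: 0% = plate median of compound wells and 100% = S159A mutant with DMSO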
# Target sequence (Q8VD66 whole entry, looked up): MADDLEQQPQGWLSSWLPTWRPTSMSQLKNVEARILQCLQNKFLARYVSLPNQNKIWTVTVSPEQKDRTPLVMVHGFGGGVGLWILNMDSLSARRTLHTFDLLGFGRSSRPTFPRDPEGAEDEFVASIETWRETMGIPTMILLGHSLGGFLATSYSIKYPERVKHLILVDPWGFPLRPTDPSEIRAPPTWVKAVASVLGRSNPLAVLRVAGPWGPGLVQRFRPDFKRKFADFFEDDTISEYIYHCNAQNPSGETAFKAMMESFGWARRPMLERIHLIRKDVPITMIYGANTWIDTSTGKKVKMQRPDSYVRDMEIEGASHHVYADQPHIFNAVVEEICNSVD
#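 Doses – 8.92 µM, single dose · Material – wild-type mouse ABHD4 protein · Replication – single well per compound (singlicate) · Measure – percent inhibition of probe binding, normalized to plate controls · Schedule – 45 min compound pre-incubation plus 60 min probe step, 25 °C · Detection – fluorescence polarization with parallel and perpendicular emission, 525/598 nm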
# Tn7 DDE FP – inhibitors of Tn7 peptide binding to fibrin DD(E), primary screen, biochemical, fluorescence polarization, human fibrin, Tn7 probe | Fibrinogen beta chain (Homo sapiens), P02675 | FP displacement of FITC-Tn7 peptide from fibrin DD(E); 0% = median of compound wells per plate | inhibition, % at 8.3 µM | 370,000 tested, 0.13% active;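 active = inhibition above the mean of compounds falling within the control limits plus 3 SD of them, cut at about 14% in these data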;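 also: 0% = plate median of compound wells and 100% = 10 µM Aha-Tn7 peptide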
# Target sequence (P02675 whole entry, looked up): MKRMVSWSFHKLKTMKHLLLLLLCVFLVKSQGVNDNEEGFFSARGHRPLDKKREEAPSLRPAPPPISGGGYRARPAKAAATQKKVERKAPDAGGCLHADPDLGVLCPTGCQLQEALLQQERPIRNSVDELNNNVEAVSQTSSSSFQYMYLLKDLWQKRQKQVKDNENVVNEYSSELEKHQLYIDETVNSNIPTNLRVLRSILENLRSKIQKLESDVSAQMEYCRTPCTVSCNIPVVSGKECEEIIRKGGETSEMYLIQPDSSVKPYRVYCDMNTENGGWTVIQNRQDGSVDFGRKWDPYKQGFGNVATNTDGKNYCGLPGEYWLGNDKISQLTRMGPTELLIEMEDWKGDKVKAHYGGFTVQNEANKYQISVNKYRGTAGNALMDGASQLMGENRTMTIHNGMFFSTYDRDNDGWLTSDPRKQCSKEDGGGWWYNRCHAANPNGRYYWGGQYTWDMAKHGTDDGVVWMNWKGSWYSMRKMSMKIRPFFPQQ
#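 Assay system: human fibrin DD(E) protein / Input: 2 µM fibrin DD(E) / Benchmarks: high control of 10 µM Aha-Tn7 peptide / Measured by: fluorescence polarization of the labelled Tn7 tracer / Medium: Tris buffer with calcium and detergent, pH 7.8 / Timing: 10 min compound pre-incubation, 3 h probe incubation at room temperature / Repeats: one replicate per compound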
# UHRF1 MBD2 ctr – UHRF1 methylated DNA binding inhibitors, primary screen, counter-screen for MBD2 inhibitor project, biochemical, TR-FRET, human UHRF1, single concentration. 370,000 tested, 0.75% active. E3 ubiquitin-protein ligase UHRF1 (Homo sapiens), Q96T88. inhibition, % at 4.4 µM. AID 687016, 2013. UHRF1 binding to methylated oligo; in the data active = inhibition above about 21%;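 also: UHRF1 SRA domain binding a hemimethylated CpG hairpin DNA probe; 0% = median of test compound wells and 100% = reference inhibitor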
# TCR-CD3 inh – inhibitors of human TCR-CD3 interaction, primary screen, biochemical, fluorescence, TAMRA-labeled TCR probe | T-cell receptor (TCR) | inhibition, % at 9.4 µM | 360,000 tested, 0.37% active; in the data active = inhibition above about 19%;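 also: recombinant mutant TCR 2C K166C tagged with TAMRA read by polarization; 0% = receptor in buffer alone and 100% = receptor with positive control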
# PRMT1 inh – PRMT1 methyltransferase inhibitors, primary screen, biochemical, fluorescence polarization; Protein arginine N-methyltransferase 1 (Homo sapiens), Q99873; recombinant PRMT1, activity-based probe fluorescence polarization; inhibition, % at 2.79 µM; 370,000 tested, 1.3% active;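 active = inhibition above about 21% made by adding two undisclosed values, limit read from the data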
# LEDGF integ inh – blockers of LEDGF/p75-dependent integrase strand transfer – biochemical, TR-FRET, high throughput, primary screen; 370,000 tested, 0.64% active; TR-FRET IN-LEDGF/p75 DNA integration, Eu/Cy5; inhibition, % at 3.7 µM; AID 743269, 2014; HIV-1 integrase (with human LEDGF/p75);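 active = inhibition above the screen-wide mean plus 3 SD, cut at about 13% in these data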;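 also: signal is the Cy5 over europium emission ratio at 671 and 618 nm; 0% = plate median of compound wells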
# Active calls of the source: *; . = no result given; & = joins results of further samples; ! = not confirmed by another sample.
SMILES,TDP2 inh,PG9 Ab binder,HTRA1 inhibitor,SIAE primary,mABHD4 FP,Tn7 DDE FP,UHRF1 MBD2 ctr,TCR-CD3 inh,PRMT1 inh,LEDGF integ inh
CCCNC(=O)CCn1cc(-c2ccc(OC)cc2)nc1-c1ccncc1,-0.4,-5.2,-5.6,9.8,-0.2,-3.1,-5.7,-1.0,-0.4,1.8
CCOC(=O)CSC1=C(C#N)C(c2ccco2)C(C(=O)Nc2cccc(C(F)(F)F)c2)=C(C)N1 (stereo not given),1.5,-1.8,-38.6,-16.7,-24.2,-10.7,0.2,5.8,4.5,2.3
CC1(c2ccc(OC(F)F)cc2)NC(=O)N(CC(=O)NCCC2=CCCCC2)C1=O (stereo not given),-1.7,-1.5,4.6,-1.6,5.0,-5.8,0.7,6.2,-0.2,4.9
CCOc1ccc(C(CCc2ccccc2)NC(=O)c2ccccc2F)cc1OCC (stereo not given),-7.9,-2.4,-13.5,1.5,-2.7,5.6,2.0,-1.1,-0.6,5.0
c1ccc(-c2noc(CCC3CCCC3)n2)cc1,-3.7,-0.2,-0.2,6.7,3.7,10.1,-2.3,10.7,-3.5,3.7
CC(=O)Nc1ccc(NC(=O)c2cc(C3CC3)nc3c2cnn3C(C)C)cc1,13.9,-0.5,-6.1,11.5,-11.0,2.7,-0.7,-1.8,-0.4,0.8
CC1(C)CC(=O)N(c2cc(Cl)cc(Cl)c2)C(=O)C1,-6.2,-1.7,4.0,1.1,-1.9,-0.8,-0.5,-4.6,-5.5,3.0
CC(=O)c1ccc(OCC(=O)NC(=O)NC2CCCCC2)cc1,10.9,0.6,4.2,1.7,4.4,-6.3,-1.1,7.0,1.1,1.1
COc1ccc(N/C=C/C(=O)c2ccc(C)cc2)c([N+](=O)[O-])c1,-7.0,-2.3,4.4,1.1,0.8,-1.2,0.7,-6.0,0.8,1.0
CC[C@H](NC(=O)c1c(C)c(-c2ccccc2)nc2ccccc12)c1ccccc1,-1.0,0.2,4.9,6.2,-0.9,6.1,-2.4,-1.7,-1.2,-1.6
CCn1cc([N+](=O)[O-])c(C(=O)N2CCCCCC2)n1,4.6,-0.2,12.0,3.0,-1.2,0.0,0.5,-1.5,0.2,2.7
CC1(C(=O)N2CCC(CO)(Cc3cccc(C(F)(F)F)c3)CC2)CC1,-2.6,0.8,4.7,7.6,-2.8,0.5,-3.1,-9.6,0.4,-0.2
Cc1ccc2c(c1)N(CC(=O)NCCCN1CCOCC1)C(=O)C(C(C)C)O2 (stereo not given),-4.3,-1.2,-0.8,-1.5,0.4,-0.3,3.0,1.6,-1.3,0.3
CCC(=O)Nc1cc(C(=O)OCC(=O)c2ccccc2)ccc1C,-2.7,-0.9,8.0,-1.7,-7.0,-3.8,-0.6,-0.9,-1.1,-0.2
O=C(CSc1nc2ccccc2c(=O)[nH]1)NCc1ccc(Cl)cc1,-0.3,12.3*,-15.1,-2.3,-0.6,3.2,-14.3,10.9,-1.8,-0.7
COc1ccc2cc3[n+](cc2c1OC)CCc1cc2c(cc1-3)OCO2,-5.9&-1.9,-5.8&-6.9,0.4&-0.6,4.6&3.1,2.7&-3.2,-0.6&5.7,23.4*!,7.7&-1.8,0.6&0.0,-0.2&3.2
Cc1nc2cc(C(=O)N3CCN(C(=O)OCc4ccccc4)CC3)ccc2n1C1CCCC1,-1.4,.,.,-0.5,-0.8,-3.2,0.6,.,-7.4,2.8
COC(=O)/C=C/c1ccc(OC(=O)c2ccncc2)cc1,-5.9,0.5,2.8,3.8,10.5,-1.4,-1.9,-1.4,-2.3,-3.6
O=C(Nn1c(=S)[nH]c2ccccc2c1=O)c1ccncc1,2.7,-0.3,0.5,7.0,4.3,-9.4,-2.2,0.4,2.9,1.2
COc1ccc(CC(=O)Nc2sc(Cc3ccccc3)c(C)c2C(N)=O)cc1,-10.0,0.0,-16.8,-3.2,-1.5,-1.3,-0.2,1.7,-0.1,-2.6
COc1ccc(CNC(=S)Nc2cccc(C)c2C)cc1,3.6,-1.2,3.5,11.1,0.6,-0.2,-0.8,-1.8,-0.3,2.6
Cc1cc(NC(=O)c2ccc(F)c(S(=O)(=O)N3CCCCC3)c2)no1,-8.1,0.5,-7.2,-7.5,-5.0,2.8,4.1,-3.3,3.3,-2.6
Cc1nnsc1C(=O)N1CCCC1(C)C(=O)O (stereo not given),4.5,1.8,.,7.1,2.4,-4.6,-0.5,-5.2,-2.1,0.2
COc1cc(NC(=O)c2ccco2)c(OC)cc1NC(=O)CCC(=O)Nc1cc(C)cc(C)c1,-3.3,0.0,1.2,1.4,0.6,5.3,-1.4,0.2,-1.3,-2.0
Cn1c(=O)c2c(nc(N3CCCCCC3)n2CCSc2nc3ccccc3o2)n(C)c1=O,10.5,0.2,2.4,6.7,-5.4,2.9,0.2,5.7,-2.6,-3.2
Cc1cc2n(n1)SC(Nc1cccc3ccccc13)N2 (stereo not given),-0.6,1.0,-4.4,6.5,2.1,7.1,-1.9,1.7,11.7,-4.2
CCCCc1ccc(NC(=S)NCc2cccs2)cc1,0.5,1.7,-36.4,3.1,-22.0,-1.0,1.6,-4.8,1.5,-3.9
Cn1c(NC(=O)c2ccc(Br)o2)cc(=O)n(C)c1=O,2.3,-0.3,-7.1,8.3,-0.7,-4.7,-2.7,4.3,-3.2,0.5
COc1ccccc1CNS(=O)(=O)c1ccc(-n2cnnn2)c(OC)c1,5.8,0.5,5.0,8.7,0.1,-1.1,7.3,4.2,1.9,-3.6
COc1ccc(N2C(=O)CC(NCCNc3ccc([N+](=O)[O-])cn3)C2=O)cc1 (stereo not given),2.4,-1.0,2.3,0.2,2.7,-8.0,-1.1,1.9,35.5*,1.4
CCN(CC)CCNC(=O)c1ccc(NC(=O)Nc2cccc3ccccc23)cc1,9.1,-0.4,-6.3,-11.4,-2.2,1.8,-3.1,-0.4,2.5,-3.8
CCN(CC)CCC(c1ccc(N(C)C)cc1)c1c(O)cc(OC)cc1OC (stereo not given),1.2,-4.2,0.9,-0.9,-5.5,-7.5,0.0,10.1,-2.1,-1.6
C=CCN1[C@@H](C)COc2cc(F)ccc2S1(=O)=O,5.5,.,.,5.5,7.2,3.7,-1.1,.,2.9,-3.9
O=C(c1ccc(S(=O)(=O)Nc2ccccc2Cl)cc1)N1CCCC1,1.1,0.6,2.3,5.4,1.5,2.4,0.9,-0.4,-0.3,-0.1
CN(c1ccccc1)S(=O)(=O)c1ccc(C(=O)NCc2cccs2)cc1,4.7,1.1,3.6,-2.5,2.9,-3.0,-0.1,4.3,-0.8,-0.9
CC(C)N(C(=O)C(=O)c1cccn1-c1ccccc1C#N)C(C)C,7.7,-1.4,9.5,3.7,6.3,0.1,0.3,-4.4,-1.0,0.7
CCCCCc1c(Cc2ccccc2)ncn1CCc1ccccc1OC,-5.7,-1.5,.,-9.4,6.3,0.1,-2.8,4.0,0.9,4.1
O=C(NC1CCCCCC1)C(=S)NC1CCCCC1,8.9,-0.1,9.5,7.0,4.2,1.3,-3.9,0.1,-1.3,1.7
O=C(O)C1C2CC2CN1C(=O)c1ccc(Cl)cc1 (stereo not given),1.1,1.4,.,-7.1,4.4,8.5,-0.7,-0.6,1.8,-6.6
Cc1noc(C)c1C(=O)Nc1ccc(F)c(F)c1,-2.6,-2.9,2.3,3.1,-3.9,5.3,-1.3,2.2,-0.9,0.7
O=c1cc(CSc2nnnn2-c2ccccc2)nc2sccn12,4.4,-0.3,4.2,-5.0,2.3,-0.7,-0.6,1.5,5.5,-2.3
Cc1ccc(CN2CCNC(=O)C2CC(=O)N(C)CCc2cnn(C)c2)cc1 (stereo not given),-17.1,-1.8,-3.9,2.1,6.2,-2.6,0.7,0.1,6.8,-2.2
CCOC(=O)C(C)n1nc(/C=C/c2ccccc2)ccc1=O (stereo not given),-12.7,0.9,-7.9,-0.6,-11.7,1.5,1.3,6.1,-1.6,2.0
Cc1oc(/N=C/c2ccc(F)cc2)c(C#N)c1C,-5.7,0.2,0.7,4.0,4.4,4.0,-0.2,-5.4,8.3,-5.2
Cc1cc(C(=O)N2CCN(c3ccc([N+](=O)[O-])cc3)CC2)no1,-25.7,1.9,8.8,1.0,1.6,-5.1,0.4,-3.4,0.2,-0.1
O=C(NC(=S)NC1CCCC1)c1ccccc1Br,-4.5,2.3,-2.9,-4.4,-20.4,4.9,4.7,0.9,4.7,5.2
CC1(C)OC(=O)C=C(CC2NS(=O)(=O)OC3CCCCC23)O1 (stereo not given),6.0,-0.7,-0.2,2.8,-0.6,-4.5,-2.3,7.0,-0.3,0.3
N#Cc1c(-c2ccccc2)nc(SCC(=O)N(c2ccccc2)c2ccccc2)[nH]c1=O,2.0,1.9,-33.3,-10.0,-40.6,4.3,2.2,0.7,8.3,-2.5
O=C(Nc1cccc(C(=O)N2CCCC2)c1)C1CCCCC1,10.7,0.7,-3.8,2.7,1.7,-1.9,-0.9,7.2,1.2,-0.7
COC(=O)c1ccc(NC(=O)Nc2ccc3c(c2)OCO3)cc1,-13.9,0.5,-1.6,3.0,-0.5,-2.5,1.2,5.2,1.6,-2.2
O=C(O)CCCCCN1C(=O)c2ccc(C(=O)O)cc2C1=O,1.1,-1.3,12.6,0.8,-10.7,-4.7,-2.0,5.7,-1.2,0.4
CN(c1ccccc1)S(=O)(=O)c1ccc(Cl)c(C(=O)Nc2ccc(-c3nc4ccccc4[nH]3)cc2)c1,1.6,-1.0,-79.0,-139.2,-106.3,11.1,1.4,59.9*,2.2,-1.6
CC(=O)C1C(c2ccccc2)c2c(noc2C)CC1(C)O (stereo not given),16.5,-0.9,-2.9,-6.4,-3.1,6.7,1.0,2.8,1.1,-3.5
